# Bioassay records: PubChem BioAssay, Sanford-Burnham Center for Chemical Genomics
# CXCR6 inh: blocks human CXCR6 beta-arrestin recruitment; O00574; CHO-K1 PathHunter CXCR6 beta-arrestin, luminescence; 0.36% of 360,000 active; inhibition, % at 20 µM; in the data active = inhibition above about 34%, passing the limit was not always enough;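 note: antagonist mode with CXCL16 agonist at 10 nM final; 0% = 10 nM CXCL16 with DMSO and 100% = unstimulated wells without agonist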
# Target sequence (O00574 whole entry, looked up): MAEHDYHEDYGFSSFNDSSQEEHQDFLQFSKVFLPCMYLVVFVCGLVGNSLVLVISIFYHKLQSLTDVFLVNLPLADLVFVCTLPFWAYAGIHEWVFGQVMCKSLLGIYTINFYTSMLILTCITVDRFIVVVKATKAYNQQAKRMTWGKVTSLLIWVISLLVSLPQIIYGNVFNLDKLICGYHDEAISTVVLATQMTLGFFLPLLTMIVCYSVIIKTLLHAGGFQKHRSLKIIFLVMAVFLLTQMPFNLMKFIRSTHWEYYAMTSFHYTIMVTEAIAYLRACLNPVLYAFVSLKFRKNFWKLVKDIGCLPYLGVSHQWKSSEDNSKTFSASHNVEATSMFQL
# Gli-Sufu antag: blocks Gli-Sufu signaling in a luciferase reporter | 0.74% of 340,000 active | inhibition, % at 5 µM | Sufu-KO-LIGHT fibroblasts, Gli luciferase reporter luminescence;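 active = inhibition above about 55%, limit read from the data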;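 note: 0% = DMSO-treated cells and 100% = wells with medium but no cells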
# CHOP UPR activ: apoptotic UPR (CHOP) activation; AID 449763; activation, % at 10 µM; CHO-CHOP luciferase reporter, luminescence; percent of tunicamycin response over DMSO baseline; 0.34% of 330,000 active;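 active = at 10 µM dose, activation of 40% or more, normalized to positive control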;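 note: 100% = tunicamycin at 10 µg/mL and 0% = DMSO alone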
#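 Material: CHO-CHOP cells, stable luciferase reporter of PERK-eIF2a-CHOP signalling; quantity: 500 reporter cells seeded per well; buffer or medium: F12 medium containing 10% fetal bovine serum; compound: one dose, 10 µM in 0.5% DMSO; incubation: 6 h compound treatment, 37 °C; measured by: Steady-Glo luciferase luminescence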
# Jurkat NFkB inh: inhibitors of the PMA/ionomycin-induced NF-kB reporter in Jurkat cells. AID 435003. 0.53% of 330,000 active. PMA/ionomycin-induced NF-kB luciferase reporter, luminescence. inhibition, % at 4 µM; in the data active = inhibition above about 50%
# UPR XBP1 act: adaptive UPR (XBP1) activation | 0.33% of 330,000 active | activation, % at 20 µM | CHO-XBP1 luciferase reporter, IRE1-XBP1 UPR activation, luminescence; percent of tunicamycin response, DMSO as zero;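 active = versus positive control, 20 µM dose yields 30% or more activation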;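 note: 100% = tunicamycin at 10 µg/mL and 0% = DMSO only wells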
#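 Material: CHO-XBP1 cells stably carrying IRE1-XBP1-driven luciferase reporter | Medium: F12 with 10% serum | Compound dosing: 20 µM single concentration, DMSO 1% | Incubation: Overnight seeding at 37 °C, 6 h compound treatment at 37 °C | Detection: Steady-Glo luminescence read | Read-out basis: % activation of reporter signal versus tunicamycin and DMSO controls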
# EBI2 antag: EBI2 (human) antagonism; P32249; EBI2 beta-arrestin recruitment, luminescence, 7a,25-OHC stimulated; inhibition, % at 5 µM; 0.81% of 360,000 active; in the data active = inhibition above about 38%;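 note: enzyme fragment complementation signal reports receptor beta-arrestin coupling in cells; 0% = agonist plus DMSO wells and 100% = wells without agonist; some results beyond the cut were filed as inactive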
# Target sequence (P32249 whole entry, looked up, the tested form may be a part): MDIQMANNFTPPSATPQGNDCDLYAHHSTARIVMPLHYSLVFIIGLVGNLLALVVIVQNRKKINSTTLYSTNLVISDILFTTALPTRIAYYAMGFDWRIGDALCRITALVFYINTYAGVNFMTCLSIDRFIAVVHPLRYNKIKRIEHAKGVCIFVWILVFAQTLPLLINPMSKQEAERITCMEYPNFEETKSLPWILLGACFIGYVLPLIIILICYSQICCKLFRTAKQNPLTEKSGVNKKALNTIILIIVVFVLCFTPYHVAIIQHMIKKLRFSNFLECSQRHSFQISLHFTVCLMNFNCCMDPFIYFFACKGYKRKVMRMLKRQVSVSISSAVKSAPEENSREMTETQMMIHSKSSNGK
# 697 NFkB inh: inhibitors of the PMA/ionomycin-induced NF-kB reporter in 697 B cells; inhibition, % at 4 µM; 0.33% of 330,000 active; 697 B-cell NF-kB luciferase reporter, 16 h; AID 435022; in the data active = inhibition above about 35%
# CCR6 antag: antagonists of human CCR6 receptor; inhibition, % at 20 µM; 0.49% of 340,000 active; CHO-K1 CCR6 PathHunter beta-arrestin, luminescence, CCL20-stimulated; P51684;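 active = compounds whose inhibition of the agonist-driven luminescence signal at 20 µM reaches about 50%, limit read from the data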;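 note: cells stimulated with CCL20 at 14 nM final; plate controls were DMSO with CCL20 for no effect and DMSO without agonist for full effect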
# Mdm2-MdmX inh: human Mdm2/MdmX binding inhibition; O15151+Q00987; SaOS-2 split-luciferase Mdm2/MdmX complementation, luminescence; inhibition, % at 8 µM; 3% of 330,000 active;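 active = inhibition of at least 50% at 8 µM in the primary screen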
# An asterisk follows results filed as active; . = no result given.
SMILES,CXCR6 inh,Gli-Sufu antag,CHOP UPR activ,Jurkat NFkB inh,UPR XBP1 act,EBI2 antag,697 NFkB inh,CCR6 antag,Mdm2-MdmX inh
Cc1cc(NCc2ccccn2)n2nc(C)c(-c3ccc(Cl)cc3)c2n1,21,-16,12,-19,11,-3,-12,51*,61*
CC(C)(CC(=O)O)CC(=O)N1CCN(c2cc(C(F)(F)F)nc3ccccc23)CC1,4,9,-2.7,-15,1,-3,-8,18,5
CC(C)CSc1n[nH]c(N)n1,-14,-5,2.1,-3,1,-6,-1,20,14
Cc1ccc([N+](=O)[O-])cc1S(=O)(=O)Nc1ccc(OCC(=O)N2CCOCC2)cc1,10,-7,0.3,-2,-4,9,4,11,8
COC(=O)/C=c1\sc2ncnn2c1=O,-8,-23,-0.4,-24,-7,-2,-3,6,35
Cc1ccc(Nc2nc(N)nc(CN3CCc4ccccc4C3)n2)cc1,0,5,2.1,-6,2,-10,14,-6,47
O=Cc1cc2ccccc2nc1SCCCF,1,-9,-1.7,18,7,-37,20,2,25
Cc1cccc(N2CCN(C(=O)C3CCN(c4nnc(-n5cccc5)s4)CC3)CC2C)c1 (configuration not stated),-6,6,-0.9,24,-1,0,-12,-1,19
CC(=O)CCS(=O)(=O)c1ccc(C)c(C)c1,8,3,0.1,2,-3,-8,22,-6,2
CC(=O)Nc1cc2c(cc1Br)-c1ccccc1C2,-5,-28,.,.,.,0,.,3,.
Cn1cc(Cl)c(C(=O)Nc2nc3ccc(Cl)cc3s2)n1,-7,-79,3.6,-73,5,14,-107,-2,-20
CN(C(=S)NC(=O)c1ccc(F)cc1)C1CCCCC1,9,-19,3.0,8,-1,0,8,6,16
Cc1cccc(N2CC(C(=O)NCc3ccco3)CC2=O)c1C (configuration not stated),-2,0,-1.2,13,-3,2,-15,4,21
COc1cc(OC)c(C(=O)NCc2cccnc2)cc1OC,-6,4,0.4,6,0,-10,3,-4,16
CCn1c(COc2cccc(OC)c2)nnc1SCC(=O)NC1CCCC1,4,20,-0.6,18,-1,3,18,10,1
CCOCCCn1c(=NC(C)=O)c(C#N)cc2c(=O)n3ccccc3nc21,-3,-6,-2.0,10,-2,-11,-5,10,6
O=C(NCCc1ccccc1)c1ccc(Cl)nc1,4,-72,5.0,-87,-1,1,-98,-9,-93
CN(Cc1ccco1)C(=O)Cn1c(=O)oc2cc(S(=O)(=O)NCc3ccccc3)ccc21,-9,7,-0.7,-1,-4,3,12,-3,13
COc1cccc(-c2c(C(=O)N/N=C(\C)c3ccc(Cl)s3)nnn2-c2nonc2N)c1,9,18,0.5,1,-3,14,-9,18,22
Cc1ccc(CS(=O)(=O)c2ccc(C(=O)N3CCN(c4ccccn4)CC3)cc2[N+](=O)[O-])cc1,-18,17,-0.8,8,-3,-4,8,-25,42
FC(F)(F)c1nnc2ccc(NCn3nnc4ccccc43)nn12,-3,-5,-2.9,-12,0,5,-28,9,0
COCc1nnc(NC(=O)c2c(-c3c(Cl)cccc3Cl)noc2C)s1,4,-9,-2.3,-9,-3,-4,-15,-2,7
Cc1cc(C)n(C(=O)CN2C(=O)c3ccccc3C2=O)n1,1,0,-0.4,3,-1,-15,3,4,4
CC(C)(C)OC(=O)N1CCN(C(=O)c2nc[nH]c2C(=O)N2CCN(C(=O)OC(C)(C)C)CC2)CC1,3,-12,1.1,-13,-1,-24,2,-2,6
CCS(=O)(=O)c1nc(S(=O)(=O)c2ccc(C)cc2)c(NCCN2CCOCC2)s1,-2,4,-0.5,11,-3,-1,22,2,10

# The results go on:
SMILES,CXCR6 inh,Gli-Sufu antag,CHOP UPR activ,Jurkat NFkB inh,UPR XBP1 act,EBI2 antag,697 NFkB inh,CCR6 antag,Mdm2-MdmX inh
Cc1ccc2c(c1)c1ncn(CCC3=CCCCC3)c(=O)c1n2C,8,-11,1.8,-6,1,42,-22,2,-5
Cc1cc(C)n2nc(C(=O)OCC(=O)NCc3ccc(F)cc3)nc2n1,-2,-2,0.5,10,-3,0,-3,-7,0
N=C(N)SCC1=CCS(=O)(=O)C1,7,-4,-2.5,-7,-1,-6,-7,9,-18
CCN(c1ccccc1)S(=O)(=O)c1ccc(Cl)nc1,-2,4,2.3,6,1,3,8,10,0
Cn1cc(Br)c(C(=O)NC(=S)N2CCN(c3ccccn3)CC2)n1,-11,3,0.5,-5,-3,-5,3,-1,0
COc1cc(OC)c(N(C)S(=O)(=O)c2cccc(C(=O)OCC(=O)N3CCOCC3)c2)cc1Cl,9,6,0.0,-6,2,-2,-5,1,5
CS(=O)(=O)N1CCN(C(=O)Cc2ccccc2Cl)CC1,-3,-3,1.0,-15,-1,-9,18,0,-14
O=C(c1coc2ccccc2c1=O)N1CCN(c2cccc(C(F)(F)F)c2)CC1,5,7,-2.3,-6,-2,-7,14,3,22
COc1ccc(/C=N/N2C(=O)CN(C(=O)c3ccccc3)C2c2ccc(OC)cc2)cc1 (configuration not stated),-10,-4,-0.2,-2,-3,-3,-10,11,8
CC(C)CN=c1cc(-c2ccccc2)oc2ccc(Cl)cc12,-1,6,0.0,-28,2,9,-27,-10,-12
CCOC(=O)CSc1nc2cc(C(F)(F)F)cnc2n1C,0,-4,-0.1,4,0,-1,-1,12,5
O=C(Nc1ccccc1C(=O)NCc1ccccc1)C1=CSCCO1,4,0,0.0,-1,-4,5,10,18,16
CCOc1ccc(C(=O)Nc2ccc(-c3nc4ccccc4[nH]3)cc2)cc1[N+](=O)[O-],-3,15,1.2,4,3,4,-66,3,50
Cc1cccc(NS(=O)(=O)c2ccc3[nH]c(=O)[nH]c3c2)c1C,-9,32,-2.1,15,0,-5,0,2,-16
CC(C)(C)n1nnnc1SCC(=O)Nc1nn(-c2ccccc2)nc1C(N)=O,-4,3,0.3,6,-3,2,2,3,9
S=C(NCCN1CCOCC1)Nc1ccc(Cl)cc1Cl,1,11,1.7,-3,0,-2,-18,-1,-24
COc1ccc(/C(O)=C2/C(=O)C(=O)N(CCN3CCOCC3)C2c2ccc(C)cc2)cc1 (configuration not stated),-11,1,-2.5,1,-4,8,4,-4,-8
CC(Sc1ncnc2ccccc12)C(=O)Nc1ccc2c(c1)OCO2 (configuration not stated),3,4,1.4,9,-1,-10,-1,10,29
COc1ccc(C(=O)C(CCCCC(CN(C)C)C(=O)c2ccc(OC)cc2)CN(C)C)cc1 (configuration not stated),4,13,-0.4,20,2,-5,9,7,86*
CC(OC(=O)CCCC(=O)Nc1ccc(F)cc1)C(=O)c1ccccc1 (configuration not stated),7,-3,0.3,-7,-5,1,-7,-2,-24
Cc1cc(C)c2c(CN3CC(C)OC(C)C3)cc(=O)oc2c1C (configuration not stated),2,-3,1.6,1,-3,-7,-6,10,3
CC(=O)c1ccc(N2CCN(S(=O)(=O)c3ccc4c(c3)NC(=O)CO4)CC2)cc1,-6,-3,2.4,13,-2,-5,-18,9,14
CC(C)Cc1cc(C(=O)N2CCCC(C(=O)c3cc(F)ccc3F)C2)no1 (configuration not stated),-6,7,2.5,11,-3,-2,-8,11,21
CCN(CC)C(=O)OCc1c(-c2cccc(OC)c2)ncc2ccccc12,3,10,-0.5,3,-1,3,-14,7,-3
CCc1nc(N2CCN(S(C)(=O)=O)CC2)c2c3c(sc2n1)CCCC3,2,-1,1.8,-29,-1,3,5,4,20

# (listing goes on)
SMILES,CXCR6 inh,Gli-Sufu antag,CHOP UPR activ,Jurkat NFkB inh,UPR XBP1 act,EBI2 antag,697 NFkB inh,CCR6 antag,Mdm2-MdmX inh
COc1ccc2cc(N3CCCC3=O)ccc2c1,-3,-35,.,.,.,-2,.,6,.
O=C(CCCN1C(=O)CCC1=O)Nc1ccc(Br)cc1F,2,-2,0.5,-1,-2,-7,-10,-19,12
CC(C)c1nnc(NC(=O)CCC(=O)N2CCN(c3ccccc3F)CC2)s1,3,-18,0.8,5,-5,-1,3,-4,33
COc1cc(C=O)ccc1OCCOCCOc1c(C)cc(Cl)cc1Cl,4,7,-0.5,12,-7,11,10,19,0
OCCC1CN(Cc2nc3c(s2)CCCC3)CCN1CCc1ccccc1 (configuration not stated),4,2,-1.4,8,-1,-13,13,8,11
O=C(N/N=C/c1cccc(O)c1)C(=O)N1CCCCCC1,-2,-4,1.7,-5,9,1,20,14,8
COc1ccccc1C(C[N+](=O)[O-])c1c[nH]c2ccccc12 (configuration not stated),-1,7,0.6,10,-2,-18,-10,18,48
C/C(=N\NC(=O)CNC(=O)C(c1ccccc1)c1ccccc1)c1ccc(C(C)(C)C)cc1,-2,-16,1.5,1,22,13,4,6,55*
COc1cccc(CN(C)C(=O)c2cc(S(=O)(=O)NC3CCCCC3)ccc2C)c1OC,-6,-4,0.4,-7,-2,-7,8,6,11
C=CCOc1ccc(CNCc2cccnc2)cc1,-2,15,-0.3,-52,-5,-8,-32,8,7
Cc1cnc(C(=O)OCC(=O)c2ccc(C3CCCCC3)cc2)cn1,11,-1,4.1,3,3,-7,10,14,15

# An excerpt from further up:
SMILES,CXCR6 inh,Gli-Sufu antag,CHOP UPR activ,Jurkat NFkB inh,UPR XBP1 act,EBI2 antag,697 NFkB inh,CCR6 antag,Mdm2-MdmX inh
CC(OC(=O)CCCC(=O)Nc1ccc(F)cc1)C(=O)c1ccccc1 (configuration not stated),7,-3,0.3,-7,-5,1,-7,-2,-24
Cc1cc(C)c2c(CN3CC(C)OC(C)C3)cc(=O)oc2c1C (configuration not stated),2,-3,1.6,1,-3,-7,-6,10,3
CC(=O)c1ccc(N2CCN(S(=O)(=O)c3ccc4c(c3)NC(=O)CO4)CC2)cc1,-6,-3,2.4,13,-2,-5,-18,9,14
CC(C)Cc1cc(C(=O)N2CCCC(C(=O)c3cc(F)ccc3F)C2)no1 (configuration not stated),-6,7,2.5,11,-3,-2,-8,11,21
CCN(CC)C(=O)OCc1c(-c2cccc(OC)c2)ncc2ccccc12,3,10,-0.5,3,-1,3,-14,7,-3
CCc1nc(N2CCN(S(C)(=O)=O)CC2)c2c3c(sc2n1)CCCC3,2,-1,1.8,-29,-1,3,5,4,20
COc1ccc2cc(N3CCCC3=O)ccc2c1,-3,-35,.,.,.,-2,.,6,.
O=C(CCCN1C(=O)CCC1=O)Nc1ccc(Br)cc1F,2,-2,0.5,-1,-2,-7,-10,-19,12
CC(C)c1nnc(NC(=O)CCC(=O)N2CCN(c3ccccc3F)CC2)s1,3,-18,0.8,5,-5,-1,3,-4,33
COc1cc(C=O)ccc1OCCOCCOc1c(C)cc(Cl)cc1Cl,4,7,-0.5,12,-7,11,10,19,0
OCCC1CN(Cc2nc3c(s2)CCCC3)CCN1CCc1ccccc1 (configuration not stated),4,2,-1.4,8,-1,-13,13,8,11
O=C(N/N=C/c1cccc(O)c1)C(=O)N1CCCCCC1,-2,-4,1.7,-5,9,1,20,14,8
COc1ccccc1C(C[N+](=O)[O-])c1c[nH]c2ccccc12 (configuration not stated),-1,7,0.6,10,-2,-18,-10,18,48
C/C(=N\NC(=O)CNC(=O)C(c1ccccc1)c1ccccc1)c1ccc(C(C)(C)C)cc1,-2,-16,1.5,1,22,13,4,6,55*
